RAD52 inh: blocks human RAD52 DNA annealing; P43351; hit rate 0.46% among 360,000; inhibition, % at 18.7 µM; recombinant RAD52 DNA annealing, FRET fluorescence;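 active = every replicate showing at least 50% inhibition; inconclusive = mean inhibition at least 50% but not in every replicate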
Target sequence (P43351 whole entry, looked up): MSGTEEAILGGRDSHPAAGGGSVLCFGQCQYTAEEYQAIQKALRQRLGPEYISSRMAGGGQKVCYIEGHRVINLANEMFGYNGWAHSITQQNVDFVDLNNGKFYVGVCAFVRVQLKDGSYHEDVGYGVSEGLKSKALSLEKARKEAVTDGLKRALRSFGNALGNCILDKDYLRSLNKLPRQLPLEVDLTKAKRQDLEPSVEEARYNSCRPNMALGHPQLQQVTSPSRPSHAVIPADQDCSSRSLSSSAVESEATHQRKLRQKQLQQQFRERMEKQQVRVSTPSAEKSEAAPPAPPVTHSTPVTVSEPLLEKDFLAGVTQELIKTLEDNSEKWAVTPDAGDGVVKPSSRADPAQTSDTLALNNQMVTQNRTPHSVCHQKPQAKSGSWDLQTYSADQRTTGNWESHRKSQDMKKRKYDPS
F508del corr: correctors of CFTR F508del function in bronchial epithelial cells. activity (quench increase), % at 7.58 µM. AID 720511. CFBE cells, YFP halide quenching; stimulated with forskolin plus potentiator P3; % fluorescence drop versus neutral controls. hit rate 0.36% among 350,000;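 active = mean added fluorescence quench of at least 8% versus neutral control, with both replicates also reaching 8%; inconclusive = only one of the mean or replicate conditions met; inactive = mean below 8% and not both replicates reaching 8%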;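 note: cells transiently co-express mutant CFTR-F508del with the halide-sensitive YFP; corrector assay measuring rescue of mutant channel to the surface after 24 h compound exposure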
esBAF inh: blocks esBAF chromatin remodeling in mouse ES cells; reporter increase, % at 12.5 µM; Bmi1-luciferase knock-in reporter, 24 h; 100% = twice the neutral-well signal; hit rate 2% among 350,000; in the data active = activation above about 40%; inconclusive = no clear call, values can overlap the other calls;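 note: 0% = median of the plate's neutral control wells and 100% = double that signal; a rise in the Bmi1 reporter signal indicates esBAF inhibition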
Xi reactivation: activators of X-chromosome reactivation in mouse fibroblasts; XiGFP mouse fibroblasts, % GFP-positive cells imaging, 3 d; cells co-treated with 5-aza-dC sensitizer; scaled so ellipticine positive control = 100%; hit rate 0.055% among 360,000; activation, % at 7.58 µM;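 active = mean normalized replicate activation at least 10% and every replicate at or above 10%; inconclusive = only one of the two criteria met; inactive = mean below 10% and not all replicates reach 10%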;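 note: 0% = median of on-plate neutral control wells and 100% = ellipticine 6 µM median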
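Schedule: 3 d treatment, 15 min room-temperature fixation; system: 68-5-11 XiGFP fibroblast line; buffer or medium: DMEM plus 5-aza-dC sensitizer; control set: ellipticine 6 µM positive control; compound: one concentration, pinned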
GSIS activator: GLuc luminescence reporter in INS-1E cells, primary screen for activators of glucose-dependent secretion of insulin. INS-1E GLuc reporter insulin secretion, 2-3 h. activation, % at 16.6 µM. hit rate 0.61% among 370,000;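 active = lowest replicate activation of at least 40%, so every replicate reaches that level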;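 note: 0% = median of neutral control wells and 100% = median of IBMX positive control wells; some compounds called inactive have numbers as strong as hits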
ARNT TACC3 PPI: disruptors of human ARNT/TACC3 interaction. Q9Y6A5. AlphaScreen His-ARNT PAS-B/GST-TACC3 binding, luminescence; TACC3 fragment carries E629A point mutation. inhibition, % at 9.99 µM. hit rate 0.66% among 390,000;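 active = mean inhibition of replicates at least 50% and at least half of replicates each reaching 50%; inconclusive = half or more replicates reach 50% but mean below 50%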;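 note: 0% = complete ARNT plus TACC3 wells and 100% = ARNT alone without TACC3; many hits fall short of the cut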
ERAP1 inh: blocks human ERAP1 aminopeptidase activity; Q9NZ08; recombinant ERAP1, Leu-AMC fluorescence, 60 min; inhibition, % at 10.7 µM; hit rate 0.15% among 340,000; AID 652197;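 active = mean replicate inhibition of at least 30%, or all replicates individually reaching that 30% level; inactive = mean below 30% and not every replicate reaching it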;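 note: 0% = neutral control wells and 100% = L-leucinethiol positive control wells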
RAD54 branch: inhibitors of human RAD54 branch migration; Q92698; AID 602329; hit rate 0.14% among 360,000; inhibition, % at 10.4 µM; RAD54 Holliday junction branch migration, FAM/BHQ fluorescence;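 active = mean normalized replicate activity at least 40 and at least half of replicates scoring 40 or more; inconclusive = only one of the two criteria met; inactive = mean below 40 and under half of replicates reaching 40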;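 note: 0% = median of neutral control wells and 100% = median of positive control wells; inhibitors cause a drop in the FAM fluorescence signal; in these data hits start at about 50%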
Active calls of the source: *; ? = inconclusive; nt = no result given; & = joins results of further samples.

Order of results – RAD52 inh	GSIS activator	ARNT TACC3 PPI	ERAP1 inh	RAD54 branch	Xi reactivation	esBAF inh	F508del corr
> CSc1nnc(CCNS(=O)(=O)c2ccccc2Br)n1C
 : -8	8	-5	-3	-5	0.0	1	0.1
> Cc1cc(Cl)c(OCCOCCN2CCCC(C)C2)c(Br)c1 (stereo not given)
 : -6	6	8	5	-9	0.3	4	2.9
> Cc1cccc(S(=O)(=O)N2CCCCN3[C@H](CO)[C@@H](c4ccc(C#C[C@@H](C)O)cc4)[C@H]3C2)c1
 : -48	-8	1	0	-8	0.2	3	-1.1
> Cc1ccc(S(=O)(=O)N2CC[C@@H]3[C@H]2c2cc(C#Cc4ccccc4F)ccc2N[C@@H]3CO)cc1
 : -16	9	8	0	-1	0.0	4	0.0
> CCCCCn1c(CN2CCN(C(=O)c3ccco3)CC2)nc2c1c(=O)n(C)c(=O)n2C
 : -13	nt	3	14	-6	0.0	7	-3.9
> CS(=O)(=O)Nc1ccc2c(c1)[C@@H]1C[C@@H](CC(=O)NCc3cc(F)ccc3F)O[C@H](CO)[C@@H]1O2
 : 4	0	7	-2	7	0.0	-4	-0.5
> CN(C)CCCN(C(=O)c1cc(Cl)sc1Cl)c1nc2cc3c(cc2s1)OCO3
 : 37	-41	3	-5	26	0.4	nt	3.6
> CN(C)CCCNC(=O)C[C@@H]1CC[C@H](NC(=O)Cc2cccnc2)[C@H](CO)O1
 : 4	1	2	1	3	-0.4	-7	-1.8
> C[C@H]1CN([C@@H](C)CO)C(=O)c2cc(NS(=O)(=O)c3cn(C)cn3)ccc2O[C@H]1CN(C)Cc1ccc(C(=O)O)cc1
 : -11	-9	-10	-2	4	-0.1	0	-0.1
> CC(C)NC(=O)N[C@@H]1C=C[C@H](CC(=O)NC2Cc3ccccc3C2)O[C@H]1CO
 : 7	-4	-1	1	-2	-0.4	-9	0.1
> COc1ccc(-c2ccc3c(c2)S(=O)(=O)c2cccc(C(=O)NC4CCCC4)c2C3=O)cc1OC
 : -55	11	0	-2	-1	0.1	-3	-3.2
> O=C(O)c1ccc(NCCc2ccc(Cl)cc2)c([N+](=O)[O-])c1
 : -43	-17	0	0	nt	0.1	nt	2.6
> CCOc1ccc(S(=O)(=O)N(C)c2ccc(OCC(=O)Nc3ccccc3F)cc2)cc1
 : -3	-7	-3	1	-4	0.0	-3	2.8
> COc1ccc(-c2csc(Nc3ncccn3)n2)cc1C
 : -14	0	-3	1	-1	0.2	?	0.1
> O=C(C[C@@H]1C[C@@H]2c3cc(NC(=O)C4CCC4)ccc3O[C@@H]2[C@@H](CO)O1)NCc1cccnc1
 : 6	-1	nt	-1	-5	0.0	-2	-1.4
> O=C(Cc1ccc(Br)cc1)N1CCN(C(=O)c2ccccc2)CC1
 : 1	-4	nt	-9	nt	0.0	-3	-0.9
> COc1ccc(C2CC(c3ccccc3)=NN2C(=O)COC(=O)c2cccc(N)c2)cc1 (stereo not given)
 : -27	-10	5	2	-7	-0.4	9	-0.9
> COc1ccccc1N1CCN(CC(=O)NCCc2ccc(S(N)(=O)=O)cc2)CC1
 : -14	2	4	-1	nt	0.0	2	-1.1
> CCCNC(=O)C1(C)CCCN(Cc2ccc(Oc3ccccc3)cc2)C1 (stereo not given)
 : -9	-17	nt	13	2	0.0	2	1.5
> Cc1ccc(NC(=O)Cn2nnc(C(=O)NCc3cccs3)c2N)c(C)c1
 : -2	-9	-3	-2	2	0.0	4	-4.0
> Cc1ccc(C)c(Cn2nnc3c(=O)[nH]c(C4CCN(S(=O)(=O)c5ccc(S(=O)(=O)NC6CC6)cc5)CC4)nc32)c1
 : 1	-28	-19	-1	2	0.1	0	-1.3
> CCOC(=O)C1(CCOc2ccccc2)CCN(Cc2ccncc2)CC1
 : -13	-31	-3	8	nt	0.0	-5	2.8
> C[C@@H]1CN([C@@H](C)CO)C(=O)Cc2cc(NC(=O)CCCCCC(=O)Nc3ccccc3N)ccc2O[C@@H]1CN(C)CC1CCCCC1
 : -8	-5	18	-1	3	1.4	-22	0.2
> C[C@H]1CN([C@@H](C)CO)C(=O)c2cc(NC(=O)C3CC3)ccc2O[C@@H]1CN(C)C(=O)Nc1ccc(F)cc1
 : 5	14	-3	4	4	-0.1	0	-0.7
> C[C@@H]1CCCCO[C@@H](CN(C)S(C)(=O)=O)[C@H](C)CN([C@@H](C)CO)C(=O)c2cc(NC(=O)Nc3ccccc3)ccc2O1
 : 2	-6	-5	1	9	0.3	-3	2.8
> CCN(CC)CC(=O)Nc1sc2c(c1C(=O)c1ccccc1OC)CCC2
 : -15	-3	-2	-1	nt	5.5	nt	-2.7
> COCC(=O)N(C)C[C@H]1Oc2cc(-c3ccncc3)ccc2S(=O)(=O)N([C@@H](C)CO)C[C@@H]1C
 : 8	13	5	1	-6	-0.7	-1	0.4
> COc1ccc(Cc2nnc(NC(=O)c3ccc(F)cc3)s2)cc1OC
 : -1	-19	-2	-2	-5	0.3	13	8.6*
> Cc1cccc(Sc2ccc([N+](=O)[O-])cn2)c1
 : -10	16	28	0	nt	0.1	nt	0.3
> C/C=C/c1ccc(C2[C@@H]3CN(S(=O)(=O)c4ccccc4C)C[C@H]2N3)cc1 (stereo not given in full)
 : 36&48	4&-2	nt	-1	nt	-0.1&0.1	nt	-1.1&2.4

(list continues)
Order of results – RAD52 inh	GSIS activator	ARNT TACC3 PPI	ERAP1 inh	RAD54 branch	Xi reactivation	esBAF inh	F508del corr
> CCCNC(=O)N(C)C[C@H]1Oc2cc(C#Cc3cccc(F)c3)ccc2S(=O)(=O)N([C@H](C)CO)C[C@@H]1C
 : 1	-23	-6	1	-3	0.1	7	1.2
> COc1ccc(-c2sc3ccc(-c4ccc5c(c4)OCO5)cc3c2-c2ccc(OC)nc2)cc1
 : 0	9	6	nt	5	1.1	-2	-1.3
> C[C@@H]1CN([C@H](C)CO)C(=O)c2cc(NC(=O)CCCN(C)C)ccc2O[C@H]1CN(C)Cc1ccc(Oc2ccccc2)cc1
 : 13	19	13	4	11	-0.1	0	-3.6
> O=C1C=C(c2ccc(C(=O)O)c(Cl)c2)C[C@@H](c2ccc3c(c2)OCO3)C1
 : -11	32	-3	0	2	0.0	4	-1.3
> O=[N+]([O-])c1ccc(O)c(C(C#Cc2ccccc2)N2CCOCC2)c1 (stereo not given)
 : -9	-14	2	2	nt	0.2	nt	-0.2
> Cc1oc2ccc(OCc3cccc(Cl)c3)cc2c1C(=O)O
 : 7	13	-4	-1	nt	0.0	nt	-3.1
> COc1ccc(S(=O)(=O)N2CCCCCC2)cc1C(=O)NCCc1ccccc1
 : 10	-26	-5	0	1	0.1	16	2.6
> COc1ccccc1NC(=O)CN1CCCCCC1
 : -6	2	nt	-5	-13	0.0	-1	-2.0
> COc1ccc(C)cc1NC(=O)CN1CCN(CC(=O)Nc2ccccc2F)CC1
 : nt	-2	0	nt	2	nt	19	nt
> COc1ccc(C[C@H]2CN3C(=NC[C@@H]3Cc3ccccc3)N2CCNC(=O)CCC2CCCCC2)cc1
 : 26	155*	20	10	21	0.1	-36	2.6
> CCOC(=O)CNS(=O)(=O)Cc1ccccc1
 : -10	6	9	nt	-3	-0.1	2	-0.1
> CC(C)CC#Cc1ccc2c(c1)O[C@H](CN(C)C(=O)Cc1ccccc1)[C@@H](C)CN([C@@H](C)CO)S2(=O)=O
 : 15	-4	-15	-2	-7	-0.9	-7	2.8
> O=C(NCCOc1ccccc1)C1CCN(C(=O)Nc2ccccc2)CC1
 : -16	-20	nt	-1	-8	0.3	0	4.2
> O=C(C1CCCN(S(=O)(=O)c2cccc3nonc23)C1)N1CCN(c2ccccc2Cl)CC1 (stereo not given)
 : nt	2	8	nt	0	0.1	nt	-1.0
> CC(C)NC(=O)Nc1ccc2c(c1)C(=O)N([C@H](C)CO)C[C@@H](C)[C@@H](CN(C)Cc1ccc(C(=O)Nc3ccccc3N)cc1)O2
 : -3	16	-4	1	-3	0.0	-12	-5.5
> CN(C)CCOC1c2ccccc2CSc2ccccc21 (stereo not given)
 : -3	-42	-3	2	-17	0.0	nt	-3.1
> C[C@H](CO)N1C[C@H](C)[C@@H](CN(C)Cc2cncnc2)Oc2ncc(-c3ccc(C#N)cc3)cc2C1=O
 : -1	-7	-15	-1	2	-1.4	-6	1.2
> COc1cc(OC)c(-n2cc(-c3ccc(OC)c(OC)c3)[nH]c2=S)cc1Cl
 : -7	nt	-9	-1	-10	0.2	2	5.3
> Cc1noc(C)c1COc1ccccc1C(=O)NNC(=O)c1ccccc1
 : 10	1	-1	3	6	0.1	8	-0.7
> CCC(=O)Nc1cccc(NC(=O)c2cccc([N+](=O)[O-])c2C)c1
 : -5	-3	nt	-4	nt	0.0	nt	-3.1
> O=C(COC(=O)C1COc2ccccc2O1)Nc1cccc(S(=O)(=O)N2CCCCC2)c1 (stereo not given)
 : -42	28	-2	1	nt	0.0	nt	-1.3
> CCc1cccc(NC(=O)CN(C)S(=O)(=O)c2cccs2)c1
 : -18	-8	-4	-1	nt	0.2	nt	2.7
> CS(=O)(=O)N1CCCCN2[C@H](CO)[C@@H](c3ccc(C#Cc4ccccn4)cc3)[C@@H]2C1
 : -45	12	7	-1	1	0.1	nt	1.1
> Cc1sc2nc(-c3cccnc3)nc(Cl)c2c1-c1ccccc1
 : nt	-12	-6	nt	-3	0.1	58*	nt
> CC(Oc1ccc2c(c1)oc(=O)c1ccccc12)C(=O)NCCN1CCOCC1 (stereo not given)
 : -11	24	-4	-3	3	0.1	2	-1.9
> CCCN(CCC)C(=O)c1cc2c(=O)[nH]c3ccc(C)cc3c2s1
 : -3	10	-1	5	3	0.5	-5	0.9
> O=C(CN1CCN(C(c2ccccc2)c2ccccc2)CC1)Nc1ccc(N2CCOCC2)cc1
 : -8	8	-7	1	nt	0.5	nt	-1.5
> Cc1csc2ncnc(NC3CCN(Cc4ccccc4)CC3)c12
 : -4	-46	-2	-4	0	0.6	nt	3.2
> O=C(Nc1cccnc1)c1cc([N+](=O)[O-])ccc1Cl
 : -10	-11	-2	7	nt	0.4	-9	-0.6
> COc1ccc2c3c([nH]c2c1)[C@@H](CO)N(Cc1cc(F)ccc1F)CC31CCN(C(=O)CN(C)C)CC1
 : 9	4	nt	nt	nt	0.0	nt	-2.4
